SUMO HTRF inh = blocks human SUMOylation mediated by UBC9 | P63279 | HTRF SUMOylation assay, SAE1/SAE2 + UBC9, in vitro | inhibition, % at 35 µM | hit rate 0.36% among 290,000; in the data active = inhibition above about 50%, passing the limit was not always enough; note: strong numbers were not always called active
pCIP destab = p/CIP protein destabilization. Q05BA5. F442A p/CIP-EGFP cells, EGFP fluorescence, 16 h. hit rate 0.01% among 290,000. decrease of EGFP signal, % at 10 µM;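 active = EGFP signal decrease of at least 30% at 10 µM or well 3 SD below plate mean, unless failing retest; inactive = the rest, including hits failing retest or dose response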; note: some compounds called inactive have numbers as strong as hits; many of its hits are not listed in these tables
HCV NS3 hel inh = inhibitors of Hepatitis C virus NS3 helicase. NS3 helicase DNA unwinding, Cy5 molecular beacon fluorescence. inhibition, % at 10.9 µM. hit rate 0.56% among 290,000;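 active = inhibition above the mean of all tested compounds plus 3 SD, set per campaign, cut at about 35% in these data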;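 note: 0% = DMSO wells and 100% = thioflavine S control wells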
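Assay system – hepatitis C virus NS3 helicase domain fragment enzyme · Buffer or medium – MOPS pH 6.5, MgCl2, DTT, Tween20, BSA · Reagent – Cy5/quencher beacon DNA duplex and ATP to start · Compound – single 10.9 µM dose · Timing – 1 h at 25 °C · Technique – Cy5 beacon fluorescence read at start and 1 h · Measure – % inhibition of unwinding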
CRFBP-R2 block = blocks CRF-induced signaling of the CRF-BP/CRF-R2 complex. hit rate 0.59% among 350,000. HEK293 CRF-R2/CRF-BP, CRF-induced calcium fluorescence. inhibition, % at 11.8 µM;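 active = inhibition of the ligand-induced calcium signal above about 50% at the single tested concentration, limit read from the data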
GalR3 antag = blocks the human galanin receptor 3; hit rate 0.44% among 360,000; HEK293 GalR3-CNG cAMP membrane potential fluorescence; galR3 body fused to GalR1 C-terminus; inhibition, % at 3 µM; O60755;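 active = inhibition above the screen-wide average plus 3 SD, cut at about 13% in these data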;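 note: forskolin and galanin both at EC90 stimulate the cells; cAMP rise reported by CNG channel membrane potential dye signal; 0% = forskolin plus galanin with DMSO and 100% = forskolin alone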
VIM-2 inhibitor = inhibitors of Pseudomonas aeruginosa VIM-2 metallo-beta-lactamase; purified VIM-2, nitrocefin hydrolysis, epi-absorbance fluorescence; inhibition, % at 5.6 µM; hit rate 0.89% among 290,000; AID 1527;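 active = inhibition above the mean of all tested compounds plus 3 SD, cutoff set per screening run, cut at about 7.5% in these data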;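 note: red hydrolysis product quenches plate fluorescence so inhibitors raise well fluorescence; 0% = enzyme with DMSO and 100% = DMSO without enzyme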
IDE cell activ = boosts human insulin-degrading enzyme activity in HEK cells; P14735; FAbeta-B cleavage, fluorescence polarization; 0% vehicle, 100% cell-free pure enzyme wells; activation, % at 5.96 µM; hit rate 0.073% among 340,000;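 active = activation above the mean of all tested compounds plus 3 SD, set per screening campaign, cut at about 17% in these data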
Target sequence (P14735 whole entry, looked up): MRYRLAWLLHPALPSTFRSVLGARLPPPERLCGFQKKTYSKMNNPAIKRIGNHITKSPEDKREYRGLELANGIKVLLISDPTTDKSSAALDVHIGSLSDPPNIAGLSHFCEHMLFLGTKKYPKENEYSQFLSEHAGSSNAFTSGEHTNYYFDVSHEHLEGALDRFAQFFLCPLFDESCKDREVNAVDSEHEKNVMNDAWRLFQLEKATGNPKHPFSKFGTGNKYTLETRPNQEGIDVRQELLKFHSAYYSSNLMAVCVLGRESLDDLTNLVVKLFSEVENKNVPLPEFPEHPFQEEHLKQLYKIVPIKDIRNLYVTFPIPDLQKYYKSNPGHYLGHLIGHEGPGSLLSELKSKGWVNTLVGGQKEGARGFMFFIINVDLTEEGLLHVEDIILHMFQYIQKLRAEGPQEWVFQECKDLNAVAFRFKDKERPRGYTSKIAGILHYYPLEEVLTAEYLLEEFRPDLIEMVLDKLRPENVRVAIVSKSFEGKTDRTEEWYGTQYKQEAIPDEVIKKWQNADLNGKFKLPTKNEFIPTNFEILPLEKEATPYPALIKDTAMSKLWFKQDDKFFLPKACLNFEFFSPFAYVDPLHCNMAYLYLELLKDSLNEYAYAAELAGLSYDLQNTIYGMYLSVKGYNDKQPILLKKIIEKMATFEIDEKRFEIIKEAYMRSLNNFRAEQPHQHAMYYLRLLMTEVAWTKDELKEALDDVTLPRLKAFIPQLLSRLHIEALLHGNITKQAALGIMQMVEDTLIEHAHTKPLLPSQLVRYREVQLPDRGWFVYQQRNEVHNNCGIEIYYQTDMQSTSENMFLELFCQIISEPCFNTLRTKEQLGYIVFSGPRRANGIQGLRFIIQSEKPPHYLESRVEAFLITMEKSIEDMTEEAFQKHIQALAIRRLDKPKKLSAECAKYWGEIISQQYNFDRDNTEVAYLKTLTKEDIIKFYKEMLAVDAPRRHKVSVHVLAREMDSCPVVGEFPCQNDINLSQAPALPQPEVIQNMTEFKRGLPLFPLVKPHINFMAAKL
IMP-1 inhibitor = inhibitors of Pseudomonas aeruginosa IMP-1 metallo-beta-lactamase | hit rate 0.45% among 290,000 | AID 1556 | inhibition, % at 5.6 µM | purified IMP-1, nitrocefin hydrolysis, epi-absorbance fluorescence;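 active = inhibition above the mean plus 3 SD of all compounds in the same screening run, cut at about 4.5% in these data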;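 note: 0% = IMP-1 with DMSO and 100% = DMSO wells lacking enzyme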
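assay system = purified recombinant IMP-1 metallo-beta-lactamase enzyme | schedule = 15 min preincubation plus 25 min reaction at 25 °C | signal = Epi-absorbance fluorescence, 480 nm excitation, 530 nm emission | read-out basis = percent inhibition from optical density relative to buffer-blank wells | controls = IMP-1 with DMSO as 0%, enzyme-free DMSO as 100%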
IDE inh = cellular human IDE inhibition; AID 434962; inhibition, % at 5.59 µM; HEK cells, FAbetaB cleavage, fluorescence polarization; P14735; hit rate 0.41% among 320,000;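 active = percent inhibition above the average of all tested compounds plus 3 SD, set per screening campaign, cut at about 16% in these data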;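 note: IDE supplied by intact live HEK cells; FP after avidin binding of uncleaved biotin substrate so inhibition keeps polarization high; 0% = DMSO wells and 100% = 60 µM reference IDE inhibitor Ii1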
The depositor's hits bear a star; x = not tested or not shown.

HCV NS3 hel inh,CRFBP-R2 block,SUMO HTRF inh,IMP-1 inhibitor,IDE inh,IDE cell activ,pCIP destab,GalR3 antag,VIM-2 inhibitor,Structure
-8.5,-13.3,-2.6,-1.6,2.6,-0.7,6.0,-7.5,-3.9,CC(=O)c1cccc(NC(=O)Nc2cnn(Cc3ccc(Cl)cc3Cl)c2)c1
-7.0,-3.7,5.6,2.0,-1.7,3.9,-18.5,-5.1,-1.8,CSc1nnc(-c2nnc(SC)n2-c2ccccc2)n1-c1ccccc1
1.9,-4.5,-0.2,-2.1,1.2,2.7,-23.2,-1.8,-1.4,CN1CCN(C(=O)c2ccc(Oc3ccc([N+](=O)[O-])cc3)cc2)CC1
x,-2.0,x,x,-6.1,2.7,x,-5.1,x,Cc1cc(C)c(NC(=O)CSc2nc3ccccc3c(=O)n2CCCN2CCOCC2)c(C)c1
-1.5,-20.3,-13.5,-2.9,-6.2,-1.0,-5.7,-6.5,-2.4,Cc1ccc(O)c(NC(=O)CN(C)S(=O)(=O)c2ccc(Cl)cc2)c1
13.3,1.0,12.6,-1.6,5.2,3.5,-12.2,-4.9,-1.5,Cc1ccccc1NC(=O)Cc1nnc(SCC(=O)NC2CCCCC2)n1C
x,-15.5,x,x,5.5,4.2,x,-7.3,x,CC12CCC(=O)N1C(C(=O)Nc1nc3ccccc3s1)CS2 (centres undefined)
-5.2,-21.0,-11.8,-4.5,3.5,-7.5,7.9,-0.7,-6.3,COc1ccccc1N1CCN(C(=O)c2cc(-c3ccc(C)cc3)on2)CC1
-2.5,-7.0,0.6,-4.8,-3.3,2.2,2.0,-4.2,-0.9,O=c1[nH]c(N2CCOCC2)nc2ncn(Cc3ccccc3)c12
x,6.1,x,x,1.7,-1.1,x,-4.6,x,CCOC(=O)c1[nH]c(C)c(C(=O)OCC(=O)NCc2ccc(Cl)cc2)c1C
-0.9,16.8,-5.8,-1.7,6.8,2.0,-7.9,-6.3,38.9*,CCCCn1c(-c2sccc2C)n[nH]c1=S
10.6,16.8,48.7,-4.8,2.4,-19.6,3.9,-4.5,-3.3,O=C(N/N=C/c1ccc(O)c(O)c1O)/C(=C/c1ccc([N+](=O)[O-])cc1)NC(=O)c1ccccc1
-12.8,-5.0,3.0,-1.8,6.2,-2.4,0.4,-4.9,-1.1,CC(C)(C)NC(=O)COc1ccc(CNCCc2ccccc2)cc1
-6.0,1.8,-13.1,-2.0,4.3,0.9,6.4,-8.9,0.7,CSc1nsc(SCC(=O)Nc2ccc(O)c(C(=O)O)c2)n1
0.5,-2.8,2.7,-3.5,1.2,0.1,-4.1,2.6,-3.5,COc1cccc(CNC(=O)C2CCN(S(=O)(=O)c3c(C)nn(C)c3C)CC2)c1
8.3,-7.4,8.7,-3.5,0.8,4.3,-3.0,-6.3,-1.0,CC(=O)Nc1ccc(S(=O)(=O)Nc2ccccc2C(=O)NCc2cccnc2)cc1
5.8,-10.3,-7.0,-1.9,6.0,6.1,-4.3,1.5,-2.0,CC1CCN(C(=O)COc2ncnc3ccccc23)CC1
1.9,4.3,-9.8,-3.6,1.6,2.0,5.6,-1.6,-1.8,O=C(C1CCC(=O)N(C2CCCCCC2)C1)N1CCN(c2ccccc2Cl)CC1 (centres undefined)
1.8,-2.1,9.0,-0.9,-0.9,-1.0,-0.7,0.3,0.3,O=C(CC1CCCC1)OCn1nnc2ccccc2c1=O
0.6,10.4,23.4,-1.2,2.8,-3.9,-17.6,7.6,-1.2,O=C(CC1C(=O)NCCN1Cc1ccccc1C(F)(F)F)NCCc1ccccn1 (centres undefined)
x,-10.3,3.8,x,0.2,1.3,-3.4,4.3,x,Cc1cc(NC(=O)CSc2nnc(C)c(=O)[nH]2)no1
13.7,12.5,20.2,-2.1,-3.0,1.9,-18.0,x,-0.7,CCO/C=C1\C(=O)N(c2ccccc2)C(=O)c2ccccc21
-10.9,3.5,-4.5,0.5,x,x,2.3,-6.5,0.1,O=C1C(=O)N(Cc2ccccc2)C(=O)N1CCOc1ccccc1
-3.1,0.3,17.1,-1.9,-0.1,-2.9,-16.5,-6.8,0.0,O=C(O)c1cc(N/N=C/c2ccc(-c3ccc(F)cc3)o2)ccc1Cl
2.3,-1.4,22.3,1.3,-0.7,-0.9,-6.0,-1.8,1.4,Cn1cc(S(=O)(=O)NCc2ccc(F)cc2)c(=O)n(C)c1=O
0.0,0.0,12.8,-4.1,-0.8,4.7,-6.4,0.6,-5.0,O=C(NCCc1ccccn1)c1ccc(OC2CCN(Cc3ccccn3)CC2)cc1
-1.8,6.8,18.8,-2.4,4.9,1.8,-10.2,3.4,18.9*,Cc1c(OC(C)C(=O)NCCN2CCOCC2)ccc2c3c(c(=O)oc12)CCC3 (centres undefined)
-18.9,19.6,-8.8,-1.4,-5.9,2.9,-3.6,-2.3,-2.9,COc1cc(NS(=O)(=O)c2ccc(Nc3nc(-c4ccccc4)cs3)cc2)nc(OC)n1
7.7,37.9,-11.3,-2.8,3.7,-0.5,-12.8,-3.9,0.0,C=CCNC(=O)CCc1nnc(C2(c3ccc(Cl)cc3)CCC2)o1
-18.0,14.5,5.2,-2.8,-4.0,-0.1,-5.8,-1.5,-4.6,CCN(CC)c1ccc(C(=O)N/N=C(\C)c2ccc(O)cc2)cc1
x,0.3,x,x,4.5,1.7,x,-1.9,x,C[C@@H](NC(=O)C(=O)c1c[nH]c2ccccc12)c1ccccc1
3.7,6.5,18.2,-0.1,-3.1,6.2,-0.7,3.8,-2.0,COc1ccc2nc3oc(C(=O)N4CCN(c5cccc(C(F)(F)F)c5)CC4)cc3cc2c1
-15.8,-3.5,-18.8,-1.6,3.1,1.1,-8.0,0.7,-2.5,CCc1ccc(OCC(=O)N/N=C/c2ccc(OS(=O)(=O)c3ccc(C)cc3)c(OC)c2)cc1
9.3,-5.2,-12.1,0.0,-8.8,0.9,-16.7,-2.4,-1.3,CCOC(=O)c1ccc2c(c1)n(CC)c(/C=C/Nc1ccccc1)[n+]2CC
0.8,-6.1,3.9,-1.8,-2.6,5.9,-3.2,1.4,-2.1,C=CCNc1nc(NCCN2CCOCC2)nc(OC)n1
x,2.2,x,x,1.6,1.4,x,-6.0,x,CCOc1ccc(NC(=O)CN2CCN(c3ccccc3C)CC2)cc1S(=O)(=O)N1CCCC1
13.8,0.6,13.3,-2.5,2.1,3.2,-7.9,0.8,-3.6,O=C(c1nc2nc(-c3ccccc3)cc(C(F)(F)F)n2n1)N1CCOCC1
3.9,-9.2,x,-3.1,0.8,5.5,x,-4.4,-5.0,COc1cc2[nH]cc(C(=O)NCc3cccs3)c(=O)c2cc1OC
-0.1,6.1,7.3,-1.3,4.2,6.9,-15.1,-0.1,-2.6,COc1ccc(NC(=O)Cn2c(=O)c(C)nc3ccccc32)cc1Cl
5.0,-5.2,6.2,-4.0,-2.4,8.3,-2.2,10.1,-3.1,Cc1ccc2c(c1)C(=O)C(=O)N2CCCOc1ccccc1
-5.8,9.1,55.2*,0.5,-6.4,3.8,0.3,-1.6,-0.4,COc1cccc(NC(=O)Nc2nnc(-c3ccccc3SCc3ccccc3)s2)c1
4.7,-24.6,1.2,-1.0,0.8,6.6,-7.8,-2.9,-2.9,CCSc1nnc(NC(=O)C2CCN(S(=O)(=O)c3cc(C(F)(F)F)ccc3Cl)CC2)s1
-2.3,2.5,-11.8,-2.5,0.0,4.3,3.7,0.1,-1.6,O=C(COc1ccc2ccccc2c1)NNC(=O)[C@@H]1CCCC[C@@H]1C(=O)O
-0.1,8.9,-0.2,-2.5,1.8,3.9,-10.3,-1.3,-1.2,Cc1ccc(/C=C/C(=O)NCc2cccs2)cc1
x,0.9,x,x,2.7,2.6,x,-1.0,x,Cc1nc(SCCc2nc3ccccc3[nH]2)c2oc3ccccc3c2n1
14.0,-10.1,9.0,-1.9,-0.2,-1.8,-4.1,-1.8,-1.5,CN(C[C@H](Cc1ccccc1)N(CCN(CCc1ccccc1)N=O)N=O)N=O
-1.1,10.7,-8.7,-4.7,4.0,1.7,-5.5,-5.3,0.9,COc1cc(/C=C/C(=O)O)cc(S(=O)(=O)NCc2ccc3c(c2)OCO3)c1OC
3.9,23.6,23.6,2.5,-1.1,-2.0,-10.1,-1.7,0.1,Cc1nn(CCc2nn[nH]n2)c2nc(-c3ccc(Br)cc3)cc(C(F)(F)F)c12

An excerpt from above with just IDE inh and GalR3 antag:
SMILES,IDE inh,GalR3 antag
O=C(COc1ccc2ccccc2c1)NNC(=O)[C@@H]1CCCC[C@@H]1C(=O)O,0.0,0.1
Cc1ccc(/C=C/C(=O)NCc2cccs2)cc1,1.8,-1.3

(list continues)
HCV NS3 hel inh,CRFBP-R2 block,SUMO HTRF inh,IMP-1 inhibitor,IDE inh,IDE cell activ,pCIP destab,GalR3 antag,VIM-2 inhibitor,Structure
x,-11.2,x,x,6.9,-1.1,x,-8.4,x,Cc1ccc(C)c(Sc2ccc(NC(=O)CCN3C(=O)NC4(CCCC4)C3=O)cc2)c1
1.9,-2.9,5.6,-2.1,5.7,-0.5,4.1,-1.8,-2.3,Cc1ccc(S(=O)(=O)N(C)C)cc1NC(=O)c1ccccc1Br
-5.4,13.4,16.0,0.0,0.9,x,-18.7,-3.3,-2.8,Cn1nc(-c2ccc(Cl)cc2)cc1NC(=O)CC(C)(C)CC(=O)O
x,10.1,x,x,-0.7,-3.9,x,1.2,x,CCCc1cc(=O)[nH]c2nnc(SCC(=O)Nc3ccc4c(c3)OCCO4)n12
-4.5,-11.9,x,-3.1,-1.1,7.6,-40.8,2.6,-3.4,Cc1ccc(-n2nc3c(=O)n(C(C)C(=O)NCCC4=CCCCC4)nc(C)c3c2C)cc1 (centres undefined)
0.8,10.2,16.5,-1.8,0.5,0.5,-6.0,x,-0.3,COc1ccc(CCNC(=O)Cc2cc(=O)[nH]c(=O)[nH]2)cc1OC
x,-6.6,x,x,3.1,1.0,x,-0.4,x,CC1CCC2(CC1)NC(=O)N(CC(=O)N(Cc1ccccc1)C(C)(C)C)C2=O (centres undefined)
0.8,50.8*,8.4,-0.3,6.3,1.9,-10.3,x,-0.8,CCCN1CCN(C2CCCCC2NS(=O)(=O)c2ccc(Cl)cc2)CC1 (centres undefined)
-2.4,18.8,-1.9,-5.4,2.9,-1.1,-4.8,-3.8,-1.8,Cc1ccc(CNC(=O)CSc2nc3ccccc3c(=O)n2CCCO)cc1
1.1,-1.8,6.5,-1.2,0.1,4.0,17.0,-5.2,-1.4,CC(=O)c1ccc(-c2ccc(C(=O)N3CCCc4ccccc43)o2)cc1
6.3,2.5,x,-3.4,0.9,-1.3,-17.5,2.5,-7.5,C/C(=N\NC(=O)c1nnn(-c2nonc2N)c1C)c1ccc(OCc2ccccc2)cc1
x,4.7,x,x,1.2,1.0,x,-0.5,x,COCCN(C(=O)COC(=O)c1cccnc1Cl)c1c(N)n(Cc2ccccc2)c(=O)[nH]c1=O
-0.7,-15.3,10.3,-2.0,-5.2,1.1,-19.7,10.2,-0.6,COC(=O)c1ccc(NC(=O)CNCc2ccncc2)cc1

Source: PubChem

Rows are unselected; any-hit rate near 3.2%.
